From PubChem
CBFb RUNX1 block: blocks binding between human CBF-beta and RUNX1; Q01196+Q13951; AlphaScreen CBFb-His/RUNX1-biotin binding, biochemical; Potency, µM (doses to about 59.8 µM), without a hit: at the highest dose activity, negative = inhibition, usual class: inhibitors; 230,000 tested, under 10 active; AID 1477; note: % of control where 0% means no effect
Target sequence (Q01196 whole entry, looked up): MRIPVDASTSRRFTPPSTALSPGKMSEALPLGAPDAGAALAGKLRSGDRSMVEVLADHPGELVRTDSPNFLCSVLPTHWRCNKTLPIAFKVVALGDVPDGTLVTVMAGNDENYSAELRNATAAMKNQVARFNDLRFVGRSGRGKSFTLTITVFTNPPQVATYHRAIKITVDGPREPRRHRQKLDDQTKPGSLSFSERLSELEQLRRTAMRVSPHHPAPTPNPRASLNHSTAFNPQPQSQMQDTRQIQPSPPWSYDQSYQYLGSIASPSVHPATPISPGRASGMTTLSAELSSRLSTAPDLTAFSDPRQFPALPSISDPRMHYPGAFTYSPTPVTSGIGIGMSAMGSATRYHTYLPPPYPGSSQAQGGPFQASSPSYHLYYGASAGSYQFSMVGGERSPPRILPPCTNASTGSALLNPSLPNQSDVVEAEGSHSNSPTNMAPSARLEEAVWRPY
Target sequence (Q13951 whole entry, looked up): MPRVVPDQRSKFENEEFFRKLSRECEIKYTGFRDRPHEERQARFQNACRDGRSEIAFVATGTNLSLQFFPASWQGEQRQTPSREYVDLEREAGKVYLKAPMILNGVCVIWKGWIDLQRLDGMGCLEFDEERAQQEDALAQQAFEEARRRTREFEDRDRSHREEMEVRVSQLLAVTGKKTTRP
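Read-out: AlphaScreen. Format: His-CBF-beta with biotinylated RUNX1 (30 nM each) preincubated 20 min, compound 15 min, Ni-chelate plus streptavidin beads 90 min; room temperature throughout.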
Epigenetic reg: epigenetic control regulation, reporter derepression. Potency, µM (titrated, usually from 53.9 µM), for the others: at the top dose GFP activation, hits mostly activators. 280,000 tested, 0.2% active. murine LDR cells, GFP reporter derepression, 30 h; note: potency is the fitted concentration of half-maximal effect; % of control where 0% means no effect; nearly all actives have a fitted effect of over 60% in size
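Reporter derepression read as number of fluorescent GFP-positive objects, 20-120 um in size, counted by laser-scanning cytometer. Mouse LDR line with an epigenetically silenced CMV-GFP locus; compound incubation 30 h, 37 C.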
IMPase Li cell: membrane-permeable IMPase blocker, potentiated with lithium; CHO-M1 cells, IP1 TR-FRET (IP-One), carbachol + lithium; Potency, µM (titrated, usually from 59.4 µM), for the others: at the top dose activity, negative = IMPase inhibition, usual class: inhibitors; 210,000 tested, 0.35% active;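 note: IP1 builds up when IMPase is blocked and the TR-FRET signal falls; potency is the fitted concentration of half-maximal effect; plate controls were basal vehicle for no effect and high inhibitor control for full effect; nearly all actives have a fitted effect of over 50% in size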
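CHO cells stably expressing M1 receptor (2000/well) were cultured 16–30 h, then exposed to compounds with a small lithium addition for 30 min at 37C. IP1 was measured by TR-FRET competition; AC50 from Hill fits.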
HttQ103 aggreg: inhibitors of mutant huntingtin aggregate formation in PC12 cells; 220,000 tested, 1.1% active; PC12 HttQ103-GFP aggregates, Acumen cytometry, 40 h; Potency, µM (top dose mostly 46.1 µM), for inactives: at the top dose activity change, negative = inhibition, most hits filed as inhibitors; note: potency is the fitted concentration of half-maximal effect; % is set by controls: 0 for no effect and ±100 for the full control effect; nearly all actives have a fitted effect of over 60% in size
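Compounds (qHTS titration) were added to PC12 cells expressing an ecdysone-driven HTT exon 1 Q103–GFP fusion after induction with 100 nM tebufenozide. Aggregate formation was measured as GFP objects in cell lysates.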
NPSR antagonist: antagonists of human neuropeptide S receptor cAMP signaling. Potency, µM (top dose mostly 38.3 µM), for the others: at the highest dose activity change, negative = inhibition, actives largely listed as inhibitors. AID 1461. CHO-NPSR cells, cAMP TR-FRET, antagonist mode. 220,000 tested, 1% active. Q6W5P4; note: potency is the fitted concentration of half-maximal effect; % is set by controls: 0 for no effect and ±100 for the full control effect; nearly all actives have a fitted effect of over 50% in size; many of its hits are not listed in these tables
Target sequence (Q6W5P4 whole entry, looked up): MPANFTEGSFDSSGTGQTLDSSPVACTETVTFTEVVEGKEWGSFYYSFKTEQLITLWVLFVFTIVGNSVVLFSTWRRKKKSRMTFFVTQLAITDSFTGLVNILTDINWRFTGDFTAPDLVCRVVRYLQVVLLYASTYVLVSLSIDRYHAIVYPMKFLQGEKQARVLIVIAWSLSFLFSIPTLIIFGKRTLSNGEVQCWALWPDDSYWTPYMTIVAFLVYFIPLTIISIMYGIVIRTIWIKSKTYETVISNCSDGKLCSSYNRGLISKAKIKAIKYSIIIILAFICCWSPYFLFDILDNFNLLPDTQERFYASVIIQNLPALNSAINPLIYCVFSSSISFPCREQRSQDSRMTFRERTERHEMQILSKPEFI
Lamin A splicing: changes lamin A minigene splicing in HeLa cells | Potency, µM (doses to about 46.1 µM), for inactives: at the highest dose ratio change, negative = inhibition, usual class: inhibitors | 200,000 tested, 0.01% active | HeLa LMNA splicing GFP/RFP minigene ratio, 48 h; active = well fitted inhibition curve with a large enough effect in the signal ratio, with a control signal flat, not every such curve was filed as active; inconclusive = small, poorly fitted or top-dose-only effect, or effect the other way, or a change in a side signal; the % refers to the signal ratio; note: potency is the fitted concentration of half-maximal effect; % is set by controls: 0 for no effect and ±100 for the full control effect
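Read-out is the ratio of GFP to DsRed2 object intensity, acquired by 488 nm laser-scanning cytometry on HeLa lamin A-EGFP minigene reporter cells. Compound incubation 48 hrs at 37 °C in Opti-MEM with 2% FBS; DMSO 0.5% final.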
Luc counter: Kinase-Glo luciferase inhibition (counter-screen); Kinase-Glo luciferase, ATP luminescence, 8 min; Q27757; Potency, µM (top dose mostly 38.3 µM), for the others: top-dose activity change, negative = inhibition, hits mostly inhibitors; 200,000 tested, 0.28% active; note: potency is the fitted concentration of half-maximal effect; % is set by controls: 0 for no effect and ±100 for the full control effect; nearly all actives have a fitted effect of over 60% in size
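Compounds were added to a substrate mix at pH 7.2 (50 mM imidazole, 10 uM ATP, within the enzyme's linear range), followed by Kinase-Glo detection reagent; luminescence was measured after 8 minutes at ambient temperature.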
Starred values were filed as active, the others as inactive; ? = inconclusive; / = not tested or not shown; & = joins results of further samples; [ ] = another dose, or the depositor's remark. Unless noted, calls come from the whole dose curve; as a rule, active = well fitted curve in the direction sought with a large enough effect; inconclusive = small, poorly fitted or top-dose-only effect, or another doubt; inactive = no such curve, though single readings can be large; an effect the other way counts as inactive or inconclusive.

Under each structure: Lamin A splicing | CBFb RUNX1 block | Luc counter | IMPase Li cell | Epigenetic reg | HttQ103 aggreg | NPSR antagonist
> CCN=C1SC(CC(=O)NCCc2ccc(OC)c(OC)c2)C(=O)N1CC (stereo not drawn)
  11% | -1% | -7% | 7%[38.3 µM] | -2.3% | 14% | ?
> C#CCn1c(=NC(=O)CN2C(=O)CCC2=O)sc2cc(S(N)(=O)=O)ccc21
  -7% | -12% | -5% | -9% | -2.0% | 18% | 16%
> Cc1c(C(=O)O)oc2ccc(S(=O)(=O)NCCC3=CCCCC3)cc12
  -5% | 2% | 2% | -3% | -1.0% | 5% | -8%[46.1 µM]
> CCOC(=O)c1c(NC(=S)NC(=O)c2ccc(Cn3cc(Cl)cn3)o2)sc2c1CCCCC2
  10% | 6% | -3% | -3%[38.3 µM] | -2.3% | 14% | 0%[46.1 µM]
> CCc1nnc(NC(=O)CSc2nnc(CNc3ccc(Cl)cc3)o2)s1
  ? | -6% | -5% | 12%[38.3 µM] | 1.1% | 1% | -6%[46.1 µM]
> COCCNCC#CCOc1ccc(OC)cc1
  3% | 5% | 3% | 1%[38.3 µM] | -1.0% | -24% | 3%[46.1 µM]
> COCCNC(=O)COC(=O)c1cccnc1SC
  / | -6% | 0% | 2% | -0.5% | 7% | 3%
> CN(C)CCNC(=O)COc1cccc2c1OC(C)(C)C2
  / | 3% | -4% | 0% | 11% | -20% | 10%
> CCOc1ccc(C(=O)N(C)C2CCS(=O)(=O)C2)cc1 (stereo not drawn)
  0% | 1% | -2% | 18%[38.3 µM] | 0.0% | 11% | -10%[46.1 µM]
> CCC(C)(C)NC(=S)Nc1ccccc1C
  16%[46 µM] | -20% | 3% | -2% | -0.5% | -27% | -42%
> CS(=O)(=O)c1sc(C(=O)NC(=O)Nc2cccc(C(F)(F)F)c2)c2c1C=CCC2
  / | 11% | / | / | -1.1% | -6%[9.22 µM] | -8%
> Nc1nnc(-c2cccc([N+](=O)[O-])c2)s1
  / | 7% | 1% | -4% | 1.1% | -9%[9.22 µM] | -21%
> CC(=O)Nc1ccc(NS(=O)(=O)c2ccc(C)cc2)cc1[N+](=O)[O-]
  / | -6% | / | / | -1.0% | -1%[9.22 µM] | 5%
> CN(C)c1ccc(NC(=O)/C=C/c2c(Cl)cccc2Cl)cc1
  ? | -19% | -1% | -1% | 18% | -20% | -5%
> CC1(c2ccc(Cl)cc2Cl)OCC(Cn2ccnc2)O1 (stereo not drawn)
  ? | -4% | 15% | -1%[38.3 µM] | 1.6% | ? | 8%[46.1 µM]
> COC(=O)CSC(=S)N1C(C)CCCC1C (stereo not drawn)
  / | 8% | / | -3% | -0.3% | 3% | 5%
> O=C1CC(c2ccc(O)c(O)c2)Oc2cc(O)cc(O)c21 (stereo not drawn)
  / | 3%&2% | -1% | 13% | 4.1%&0.0% | -8%[9.22 µM] | -16%
> c1ccc(CN(Cc2ccccc2)c2c3c(nc4ncnn24)CCC3)cc1
  / | 5% | / | / | 7.5% | 19%[9.22 µM] | -32%
> Cc1cccc2cc(C#N)c(N3CCCC3)nc12
  4% | 26% | / | / | 0.0% | -8% | 5%[46.1 µM]
> COC(=O)c1ccc(C(/C=C/[C@@H](C)C(=O)NCc2cc(C)n(C)n2)NC(=O)OCc2ccccc2)cc1 (stereo partly drawn)
  / | 12% | -3% | 0% | 3.0% | / | /
> FC(F)(F)c1ccccc1NC(=S)NC1CCN(Cc2ccccc2)CC1
  -16%[46 µM] | -3% | 2% | -1% | -2.6% | 5%[9.22 µM] | 11%
> O=[N+]([O-])c1nn(-c2ccccc2)n(O)c1=NC1CCN(Cc2ccccc2)CC1
  ? | -5% | -1% | 26% | -0.6%[10.1 µM] | -22%[9.22 µM] | -2%
> CCOC(=O)N1CCC(N2Cc3cccc(C(=O)Nc4cccc(F)c4)c3C2=O)CC1
  / | 15% | 1% | 11% | 0.1% | -4% | -53%
> O=C(CN1CCC(O)(c2ccccc2)CC1)Nc1ccc2c(c1)OCCO2
  ? | 6% | 2% | -1% | -1.1% | 10% | 3%
> COC(=O)c1ccc(CON2C(=O)c3ccccc3C2=O)cc1
  4% | -2% | -6% | -14%[38.3 µM] | -4.5% | 0%[9.22 µM] | -8%[46.1 µM]
> COc1ccccc1OCc1ccc(C(=O)N/N=C/c2ccco2)cc1
  8% | 1% | 0% | -2% | -5.6% | 11% | -10%
> O=C1NC(=Nc2ccccc2)SC1Cc1cccc(Cl)c1Cl (stereo not drawn)
  -16% | 0% | 1% | 5% | -2.9% | 23% | -28%
> COc1ccc(/C=N/NC(=O)c2cccc(NC(=O)c3ccccc3Cl)c2)cc1OC
  / | 6% | 0% | 1% | 0.4% | -18% | 14%
> O=C(OCc1nc(-c2ccccc2)oc1COC(=O)c1ccco1)c1ccco1
  8% | -1% | -2% | 2%[38.3 µM] | -0.2% | 2% | -14%[46.1 µM]
> Cc1noc(C)c1S(=O)(=O)Nc1ccc(C(=O)NC2CCCCCC2)cc1
  -5% | 0% | -8% | -4%[38.3 µM] | -1.1% | 6% | -12%[46.1 µM]
> CCCCCCn1c(N2CCN(c3ccccc3)CC2)nc2c1c(=O)[nH]c(=O)n2C
  -5% | 4% | -2% | 24% | -1.2% | ? | ?
> CC1CCc2nc3ccccc3c(C(=O)OCC(=O)N(C)C3CCS(=O)(=O)C3)c2C1 (stereo not drawn)
  -26%[46 µM] | 9% | 1% | 14% | 2.1% | 16% | -12%
> CCCn1c(O)c(N=Nc2ccc3ccccc3n2)c2ccccc21
  -14% | -1% | -5% | 8% | -1.3% | ? | -11%
> c1ccc(Cn2c[n+](Cc3ccccc3)cn2)cc1
  / | 4% | / | / | 0.1% | -7%[9.22 µM] | 15%
> CCN(CC)S(=O)(=O)c1ccc2c(c1)c(=O)c(C(=O)NCCN(C)CCc1ccccc1)cn2C
  1% | 8% | 1% | 20%[38.3 µM] | -2.1% | 8% | -3%[46.1 µM]
> O=c1c2ccccc2c(-c2ccccc2)nn1-c1ccccn1
  -6%[9.22 µM] | 2% | 0% | 8% | 0.0% | 14% | -1%
> O=S(=O)(CC(c1ccccc1)N1CCCCC1)c1ccc(Cl)cc1 (stereo not drawn)
  / | 6% | / | / | 3.6% | 3%[9.22 µM] | 34%
> Cc1cc(C)n2nc(C(=O)Nc3ccc4c(c3)OCO4)cc2n1
  -2% | 0% | -13% | 10%[38.3 µM] | -0.7% | 10% | -8%[46.1 µM]
> Cc1ccccc1NC(=O)c1c(O)c2cccc3c2n(c1=O)CC3
  3% | 0% | -6% | -2%[38.3 µM] | -2.3% | 6% | 6%[46.1 µM]
> Cn1ncc([N+](=O)[O-])c1C(=O)N1CCOCC1
  9% | 4% | 1% | 6%[38.3 µM] | -2.3% | 6% | -1%[46.1 µM]
> O=C(Nc1cccnc1)c1cc(-c2ccc(F)cc2)on1
  ? | ? | -6% | -2% | -1.1% | -4% | 15%
> CS(=O)(=O)N(CC(=O)N1CCc2ccccc2C1)Cc1ccc(Cl)cc1
  ? | 4% | -2% | 44%[activator][38.3 µM] | 0.0% | -3% | -16%[46.1 µM]
> O=C(NCc1cccnc1)C(=O)NCC1CCCO1 (stereo not drawn)
  18%[46 µM] | 6% | 4% | 3% | 2.2% | 2%[9.22 µM] | 2%
> O=C(CN1CCN(S(=O)(=O)c2ccc3ccccc3c2)CC1)Nc1ccc2c(c1)CCC2
  ? | 1% | 2% | -9% | 0.0% | ? | -16%
> c1ccc(CNc2ncnc3c2oc2ccccc23)nc1
  11% | 6% | -3% | -9%[38.3 µM] | -1.2% | -20% | -17%[46.1 µM]
> O=C(O)C(Cc1ccccc1)n1cnnn1 (stereo not drawn)
  4% | 6% | -3% | -8%[38.3 µM] | -1.8% | 13% | -1%[46.1 µM]
> CSc1ccccc1NC(=O)c1ccc([N+](=O)[O-])cc1
  -4%[46 µM] | -7% | -1% | 11% | -0.6% | 0% | 1%
> CC(OC(=O)c1ccccc1)C(=O)NCCC1=CCCCC1 (stereo not drawn)
  -2%[46 µM] | 10% | 3% | 6% | 0.6% | 4% | 0%
> COCCNCCOc1ccc(C)cc1[N+](=O)[O-]
  / | 11% | / | -1% | -1.3% | 12% | 21%
> CCOC(=O)/C=C/C(=O)OCC(=O)Nc1c(Cl)cccc1Cl
  -15%[46 µM] | -11% | -1% | 1% | -0.5% | -7% | 15%
> COc1ccc(-n2cc(C(=O)Nc3cc([N+](=O)[O-])ccc3OC)c3ccccc3c2=O)cc1
  0% | -11% | 2% | 3% | 0.0% | -8% | -3%
> CCCCNC(=O)CS(=O)Cc1nc(-c2cccc(C)c2)oc1C (stereo not drawn)
  0% | 2% | 15% | 0%[38.3 µM] | 0.8% | 6% | 0%[46.1 µM]
> C/C=C/c1ccc(OCCCNC(C)CC)c(OC)c1 (stereo not drawn)
  11% | 4% | 17% | 26%[38.3 µM] | -2.9% | 12% | -7%[46.1 µM]
> CCOC(=O)c1ccccc1NC(=O)CSc1nc2ccccc2n1CC(=O)N1CCCC1
  0% | 0% | 0% | 20%[38.3 µM] | 1.0% | -9% | -5%[46.1 µM]
> O=S(=O)(c1ccc(-c2ccccn2)s1)N1CCC2(CC1)OCCO2
  / | -3% | / | / | 1.1% | 10%[9.22 µM] | 1%
> CCOC(=O)c1[nH]c2ccccc2c1NC(=O)C1CCCCC1
  1% | 9% | -1% | -5% | 2.5% | -12% | 6%[46.1 µM]
> O=C(Nc1ccc2oc(-c3ccccc3Cl)nc2c1)c1cncc(Br)c1
  1% | 4% | / | / | -0.3% | -9% | ?
> COc1cc(C2C(C(C)=O)=C(O)C(=O)N2CCN(C)C)ccc1O (stereo not drawn)
  -2% | 2% | -3% | 4%[38.3 µM] | 0.0% | 6% | -5%[46.1 µM]
> CCOC(=O)NCc1ccc(Cl)c(Cl)c1
  2% | 5% | 3% | 17%[38.3 µM] | -1.1% | -26% | 18%[46.1 µM]
> COc1ccccc1OCCC(=O)OCC(=O)NCc1ccc(Cl)cc1
  2%[46 µM] | 8% | 1% | 9% | 2.7% | -17% | 13%

Fetched by compound from above, three records:
Under each structure: Lamin A splicing | CBFb RUNX1 block | Luc counter | IMPase Li cell | Epigenetic reg | HttQ103 aggreg | NPSR antagonist
> Cc1ccccc1NC(=O)c1c(O)c2cccc3c2n(c1=O)CC3
  3% | 0% | -6% | -2%[38.3 µM] | -2.3% | 6% | 6%[46.1 µM]
> CC1CCc2nc3ccccc3c(C(=O)OCC(=O)N(C)C3CCS(=O)(=O)C3)c2C1 (stereo not drawn)
  -26%[46 µM] | 9% | 1% | 14% | 2.1% | 16% | -12%
> O=S(=O)(CC(c1ccccc1)N1CCCCC1)c1ccc(Cl)cc1 (stereo not drawn)
  / | 6% | / | / | 3.6% | 3%[9.22 µM] | 34%

Only part of the results is shown; the hit share may differ from the screen's.
